# APP 5UTR inh: inhibitors of APP translation via 5'UTR reporter, primary screen, APP 5'UTR luciferase, SH-SY5Y cells; SH-SY5Y APP 5'UTR-luciferase reporter, luminescence; inhibition, % at 2 µM; 190,000 compounds, 0.82% hits;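 active = inhibition above a set limit, derived from the sample mean plus 3 SD, cut at about 45% in these data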; also: values of inactives mirror those of a sister screen read the other way
# NF-kB neuron act: activators of NF-kB expression in neurons, primary screen, cell-based, HTS; 190,000 compounds, 1.6% hits; human neuronal cells, NF-kB reporter expression; hits give high values; fold change at 12.5 µM; in the data active = fold change above about 3.3
# STAT3 blocker: IL-6 driven STAT3 reporter inhibitors, primary screen, U3A cells, luciferase, luminescence, MLSCN library; 190,000 compounds, 0.89% hits; inhibition, % at 5.5 µM; IL-6 STAT3-luciferase reporter; host cell line lacks STAT1; AID 862, 2007;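 active = inhibition above the mean inhibition across all screened compounds plus 3 SD, cut at about 44% in these data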;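 also: 0% = DMSO only wells and 100% = 100 µM nifuroxazide control wells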
# ROMK primary: ROMK potassium channel modulators, primary screen, cell-based, thallium flux, MLSMR library. ATP-sensitive inward rectifier potassium channel 1 (Homo sapiens), P48048. Tet-inducible ROMK, thallium flux fluorescence; actives lie on both sides. B-score at 10 µM. 130,000 compounds, 2% hits. AID 1918, 2009;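 active = signal ratio slope over the read window, or its plate-corrected B-score, at least 3 SD from the plate mean, either direction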;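 also: B-score of the F/F0 ratio slope over 7 to 12 s after thallium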
# Target sequence (P48048 whole entry, looked up): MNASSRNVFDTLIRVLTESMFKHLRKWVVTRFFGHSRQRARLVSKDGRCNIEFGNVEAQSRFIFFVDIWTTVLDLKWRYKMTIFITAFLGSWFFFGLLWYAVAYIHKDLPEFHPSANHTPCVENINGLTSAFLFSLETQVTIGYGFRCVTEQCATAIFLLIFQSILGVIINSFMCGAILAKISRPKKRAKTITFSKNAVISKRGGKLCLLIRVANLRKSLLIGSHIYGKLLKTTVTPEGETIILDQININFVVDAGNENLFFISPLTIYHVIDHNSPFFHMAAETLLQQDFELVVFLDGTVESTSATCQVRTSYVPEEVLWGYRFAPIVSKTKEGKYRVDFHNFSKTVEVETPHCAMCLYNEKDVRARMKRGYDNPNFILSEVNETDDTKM
# APP 5'UTR act: activators of APP 5'UTR luciferase reporter, primary screen, SH-SY5Y cells; SH-SY5Y APP 5'UTR luciferase reporter, luminescence; zero percent = DMSO vehicle wells; activation, % at 2 µM; 190,000 compounds, 1% hits;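 active = activation above a set limit, based on mean plus 3 SD of controls, cut at about 140% in these data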; also: values of inactives mirror those of a sister screen read the other way
# STAT1 inh: STAT1 signaling inhibitors, primary screen, cell-based, HTS, luciferase reporter. NIH 3T3 STAT1-luciferase reporter, IFN-gamma, luminescence. inhibition, % at 5.5 µM. 200,000 compounds, 0.35% hits;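 active = inhibition above a set limit, the mean inhibition across all tested compounds plus 3 SD, cut at about 34% in these data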;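 also: 0% = IFN-gamma with DMSO and 100% = IFN-gamma with 300 µM nifuroxazide; values of inactives mirror those of a sister screen read the other way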
# FLuc stim CS: FLuc activators, initial screening, artefact control for FLuc-dependent activation tests, biochemical, ATPlite luminescence; Luciferin 4-monooxygenase (Photinus pyralis), P08659; ATPlite luciferase biochemical, 10 min; 0 = ATP-free wells, 1 = DMSO control; activation factor at 10 µM; 200,000 tested, under 10 active; AID 1027, 2008;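 active = luciferase activation factor, scaled between plate controls, of at least 2 with compound at 10 µM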
# Target sequence (P08659 whole entry, looked up): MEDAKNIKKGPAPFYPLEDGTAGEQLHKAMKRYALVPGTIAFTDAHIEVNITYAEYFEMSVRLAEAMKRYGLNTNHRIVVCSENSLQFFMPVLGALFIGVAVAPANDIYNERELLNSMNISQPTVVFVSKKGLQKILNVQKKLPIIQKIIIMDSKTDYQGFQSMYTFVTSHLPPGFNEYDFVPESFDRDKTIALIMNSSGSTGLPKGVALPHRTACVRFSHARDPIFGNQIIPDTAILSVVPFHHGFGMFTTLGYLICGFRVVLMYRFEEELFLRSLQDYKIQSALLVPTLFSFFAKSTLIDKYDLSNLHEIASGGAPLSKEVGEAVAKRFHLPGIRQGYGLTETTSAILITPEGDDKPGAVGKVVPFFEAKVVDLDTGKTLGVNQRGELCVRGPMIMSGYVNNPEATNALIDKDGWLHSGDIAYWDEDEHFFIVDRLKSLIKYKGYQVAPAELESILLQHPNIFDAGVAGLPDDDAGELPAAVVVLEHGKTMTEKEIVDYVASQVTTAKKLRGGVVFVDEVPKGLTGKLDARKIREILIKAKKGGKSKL
#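 Material: luciferase plus luciferin reagent, cell-free. Medium: PBS buffer for ATP. Also added: ATP substrate, dispensed from a 10.24 µM working solution in PBS. Doses: test compounds dosed from 2 mM stocks in 100% DMSO. Incubation: 10 min post-reagent at room temperature. Technique: light output (luminescence). Read-out basis: luminescence gain marking luciferase activators.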
# STAT3 act: IL-6 driven STAT3 reporter potentiators, primary screen, U3A cells, luciferase, luminescence, MLSCN library; IL-6 STAT3-luciferase reporter; 100% = signal with IL-6 EC80 alone; activation (% of control), % at 5.6 µM; 190,000 compounds, 0.91% hits;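 active = activation above the screen-wide mean of compound activation plus 3 SD, cut at about 130% in these data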;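 also: 0% = background luminescence of wells with medium and substrate only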
#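 System – human U3A cells carrying STAT3-luciferase construct · Probe or stimulus – Interleukin-6, 33 ng/mL · Schedule – compound 1 h, then IL-6 6 h at 37 °C · Signal – luminescence from STAT3-driven luciferase reporter · Evaluation – percent of IL-6-only median luminescence · Benchmarks – IL-6-only high control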
# FLuc inhib CS: firefly luciferase enzyme inhibitors, primary screen, artefact control for luciferase-based inhibitor screens, biochemical, luminescence, ATPLite | inhibition, % at 10 µM | Luciferin 4-monooxygenase (Photinus pyralis), P08659 | 10 min | 200,000 compounds, 1.5% hits;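 active = inhibition above about 50% when tested at 10 µM, limit read from the data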
# STAT1 activator: STAT1 signaling activators, primary screen, cell-based, HTS, luciferase reporter. NIH 3T3 STAT1-luciferase reporter, IFN-gamma, luminescence; 100% = IFN-gamma alone, no compound. activation (% of control), % at 5.5 µM. 200,000 compounds, 2.6% hits. AID 932, 2007;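 active = activation above the screen-wide mean activation plus 3 SD, cut at about 130% in these data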;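 also: raw ratio to IFN-gamma control signal so 100% means no change and 0% no light; values of inactives mirror those of a sister screen read the other way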
# An asterisk follows results filed as active; . = not tested or not shown.
SMILES,APP 5UTR inh,NF-kB neuron act,STAT3 blocker,ROMK primary,APP 5'UTR act,STAT1 inh,FLuc stim CS,STAT3 act,FLuc inhib CS,STAT1 activator
CCOc1ccc(-c2nc(C#N)c(NC3CC3)o2)cc1,-5,1.5,5,1.4,5,-26,0.9,98,14,124
O=C(N/N=C/c1cc(Cl)ccc1O)c1ccccc1Br,25,1.4,8,0.74,-25,0,1,103,-2,99
CCCCN(C(=O)Cn1nnc2ccccc21)C(C(=O)NCc1ccco1)c1ccncc1 (stereo unspecified),-14,1.1,3,.,14,3,1,102,-2,97
O=C(CSc1ccccc1)Nc1ccc(C(=O)Nc2cccc(O)c2)cc1,-38,.,9,-2.1,38,-15,1,97,2,111
Cc1ccccc1CSc1nnc(-c2cccnc2)n1N,-4,1.2,-4,-0.88,4,-10,1,105,-5,109
COc1ccccc1Nc1nc2nonc2nc1N1CCCCC1C (stereo unspecified),5,0.88,-6,-0.33,-5,2,1,106,-4,98
Nc1nc(CN2CCN(c3ccccc3F)CC2)nc(Nc2ccccc2)n1,-6,0.75,12,-1.2,6,5,1,97,-3,95
CCc1c(C)sc2nc3c(C(=O)N4CCOCC4)cc(C(=O)c4cc(F)ccc4O)cn3c(=O)c12,3,1.1,2,-1.2,-3,1,1,105,-2,98
CCOC(=O)CSc1nnc(CNC(=O)c2ccco2)n1C,0,1.3,21,.,0,2,1.1,90,-8,98
CO/N=C/CC(=O)c1ccc(OC)cc1,-11,1.4,6,0,11,-4,1,102,-2,102
O=S(=O)(NCCCCCNS(=O)(=O)c1ccc(F)cc1)c1ccc(F)cc1,-2,0.77,6,.,2,-4,1.1,103,-6,104
Oc1ccc(Cl)cc1-c1cc(-c2cccc(Br)c2)n[nH]1,-9,1.3,11,0.69,9,0,1,97,4,100
O=S(=O)(c1cccc(-c2cn3cc(Cl)ccc3n2)c1)N1CCOCC1,-1,1.1,12,.,1,7,1,95,-1,94
CCOC(=O)C1CCN(S(=O)(=O)c2cc(Br)cc3c2N(C(C)=O)C(C)C3)CC1 (stereo unspecified),-11,0.95,4,.,11,1,1.1,102,-7,100
COc1cc(S(=O)(=O)NCC2CCCO2)ccc1Br (stereo unspecified),4,0.86,3,1.1,-4,11,1,98,-1,90
Cc1ccccc1NS(=O)(=O)c1ccc(C(=O)OCC(=O)NCC(C)C)cc1,-36,1.1,3,-0.37,36,-1,1,106,-2,101
COc1ccc(-n2c3c(cc(C(=O)NNc4ccccc4)c2=O)C(=O)CC(C)(C)C3)cc1,-2,1.1,2,1.3,1,-7,1,100,-4,106
Cc1cc(C)c(NC(=O)CSc2nc(COc3ccccc3)nc3ccccc23)c(C)c1,-6,1.2,2,-0.68,6,3,1,99,-2,98
CC(=O)c1cc2c(cc1NC(=O)CN1CCN(c3ccc(F)cc3)CC1)OCO2,4,1.2,2,.,-4,5,1.1,100,-8,99
CCOC(=O)Cc1csc2nc3sc(C)c(C)c3c(=O)n12,-10,1,10,.,10,-1,1,94,-4,103
Cc1ccc(SCC2(O)CCN(S(=O)(=O)c3ccc(Cl)cc3)CC2)cc1,-14,0.77,9,.,14,1,1.1,95,-7,99
COc1cc(/C=C/C(=O)N2CCN(CC(O)COc3ccccc3)CC2)cc(OC)c1OC (stereo unspecified),2,0.96,2,.,-2,-2,1.1,107,-10,101
COCCN1C(=O)C(CC(=O)Nc2ccccc2)SC1=Nc1ccc(OC)cc1 (stereo unspecified),0,0.81,6,-0.78,0,2,1,96,-5,98
CCOc1ccc(/C=N/Nc2cc(=O)n(C)c(=O)n2C)cc1,-4,0.99,28,0.48,4,-7,0.9,76,6,106
CSc1nc(O)c(C(c2cccc([N+](=O)[O-])c2)c2c(O)nc(SC)[nH]c2=O)c(=O)[nH]1,-2,1.1,6,-0.77,2,4,1,96,-4,95
Cc1cc(C)nc(N2CCCC(C(=O)Nc3ccc4c(c3)OCCO4)C2)n1 (stereo unspecified),6,1.1,11,0.11,-5,3,1,96,0,97
COC(=O)/C=C1\OC(c2ccccc2)=CC1=O,12,0.84,-3,-2,-12,-6,1,103,3,105
COc1ccccc1NC(CC(=O)c1ccccc1)C(=O)OCC(=O)c1ccc(C)cc1 (stereo unspecified),-46,0.74,38,.,46,-28,1,66,-3,125
Cn1c(CO)cnc1SCC(=O)c1ccc(Cl)cc1,21,1.1,9,0.37,-21,-3,1,98,-4,101
O=C(NC1CC1)C1CCN(C2CCN(C(=O)/C=C/c3cccs3)CC2)CC1,-17,1.1,2,-0.47,17,-6,1,103,-5,104
COCCn1nnnc1C(CC(C)C)N1CCN(C(=O)c2ccco2)CC1 (stereo unspecified),3,1.1,-3,.,-3,5,1,109,-4,96
O=C(COc1ccccc1)N1CCc2ccccc21,-78,2.4,0,-1,78,-38,0.6,98,40,134*
CCOC(=O)c1nc(Nc2ccc(C(C)=O)cc2)c2ccccc2n1,2,0.41,.,.,-1,-10,1,.,-2,108
COC(=O)C(C)N(C#N)c1nc(C)nc(C)n1 (stereo unspecified),-1,1.1,4,.,1,6,1,101,2,94
COc1ccc(/C(N)=N/O)cc1O,13,1,-8,0.3,-13,-7,1,104,-5,106
CCOC(=O)Cc1cc(=O)n2[nH]c(C)cc2n1,7,1.1,-4,.,-7,2,1.1,105,-9,99
Cc1cccc(COCC(Cc2ccccc2)N2CCN(C(=O)c3cccc(C)c3)CCC2=O)c1 (stereo unspecified),6,0.84,-8,-2.3,-6,2,1.1,105,-9,99
COc1ccc(-c2noc(CSc3nnc(CCc4ccccc4)n3-c3ccccc3)n2)cc1OC,-1,0.55,-10,.,1,-11,1,112,-1,110
CCC1Sc2ccccc2N(CC(=O)NC2CC2)C1=O (stereo unspecified),-12,0.83,8,0.56,12,-1,1.1,104,-8,100
C=CCSc1nnc(-c2ccccc2NC(=O)CC)c(=O)[nH]1,12,1,9,.,-12,-3,1.1,96,-6,102
Cc1cc(-c2ccc(Cl)cc2)n2nc(N)nc2n1,-8,1.2,26,.,8,6,0.9,81,6,94
CCC12CN3CC(CC)(CN(C1)C3c1ccccc1Cl)C2O (stereo unspecified),-9,1,7,.,9,-5,1.1,97,-6,104
Cc1ccc(/C(N)=N/OC(=O)N2CCOCC2)cc1,-2,1.7,9,.,2,-12,0.9,97,5,110
Cc1csc(NC(=O)CCCc2cccs2)n1,-14,1.8,2,0.3,14,-16,1,102,-2,114
Cc1n[nH]c(C)c1N1C(=O)c2cccc3c(N4CCCCCC4)ccc(c23)C1=O,-21,1.9,-22,.,21,1,1.1,121,-9,99
C=C(C)Cn1c(CCCNC(=O)CC)nc2ccccc21,-5,1.3,8,.,5,3,1,96,-3,97
C=CCN1C(=O)C(C(C)CC)NC1=S (stereo unspecified),26,1.4,-4,0.11,-26,-5,1,107,-2,105
CCOC(=O)c1ccccc1NC(=O)CSc1nc2ccccc2c(=O)[nH]1,3,1,3,0.014,-3,10,1,98,-4,91
O=C(c1ccco1)N1CCN(C(=O)C2CCN(S(=O)(=O)c3cnc[nH]3)CC2)CC1,1,0.95,-2,.,-1,2,1,107,-1,100
CCOC(=O)Cc1nnc(NC(=O)C(CC)Sc2nnc3c4ccccc4n(C)c3n2)s1 (stereo unspecified),-30,1.2,-39,.,30,12,1.1,137*,-8,89
Cc1ccc(Cl)cc1N1CCN(Cc2cc(=O)n3ccsc3n2)CC1,6,0.77,27,-1.5,-6,6,1,80,0,94
Cc1c(-c2cc(C(=O)O)on2)cnn1C,-3,1.1,4,-0.24,3,4,1,103,2,96
CCCn1nnnc1SCC(=O)Nc1nnc(CC)s1,1,0.86,8,.,-1,1,1,98,-3,99
CCCCNC(=O)CSc1nc2ccc(C)cc2[nH]1,3,1.3,5,0.051,-3,3,1.1,102,-8,97
N#Cc1c(/N=C/c2ccco2)sc2c1CCCCC2,-11,1.1,18,.,11,-42,0.1,93,94*,138*
COc1cc(C(c2c(C)[nH][nH]c2=O)c2c(C)[nH][nH]c2=O)ccc1OS(=O)(=O)c1ccc(C)cc1,.,1.2,-8,1.2,.,0,1,107,-3,106
CNC(=O)CSc1nc(N)c2c3c(sc2n1)CCC3,-11,1.1,19,.,11,3,1,87,0,97
CSc1nc2n(n1)C(c1cccs1)C1=C(CCCC1=O)N2 (stereo unspecified),8,1.2,14,0.063,-8,6,1,93,-3,93
O=C(CSC1=Nc2ccccc2C2=NC(CC(=O)N3CCN(c4ccccc4)CC3)C(=O)N12)NCC1CCCO1 (stereo unspecified),-11,0.97,-14,0.38,11,-6,1.1,116,-6,103
COc1ccc(NCc2n[nH]nc2-c2ccccc2)cc1Cl,-9,0.84,3,.,9,-2,1.1,97,-6,102

# Results in STAT1 inh and FLuc stim CS, for 2 of the compounds above:
molecule,STAT1 inh,FLuc stim CS
COc1ccc(/C(N)=N/O)cc1O,-7,1
O=C(c1ccco1)N1CCN(C(=O)C2CCN(S(=O)(=O)c3cnc[nH]3)CC2)CC1,2,1

# (list continues)
SMILES,APP 5UTR inh,NF-kB neuron act,STAT3 blocker,ROMK primary,APP 5'UTR act,STAT1 inh,FLuc stim CS,STAT3 act,FLuc inhib CS,STAT1 activator
Clc1ccc(-n2ncc3c(N4CCCCCC4)ncnc32)cc1,-27,0.23,87*,.,27,2,0.2,29,83*,99
CCOc1ccc(C(=O)NC(=S)Nc2ccccc2N2CCOCC2)cc1Br,-8,0.54,5,.,8,-1,1,98,1,100
O=C(N/N=C/c1ccccc1)c1cc(-c2ccc3c(c2)OCO3)n[nH]1,-8,1.2,-5,0.61,8,-12,1,103,2,111
Cc1ccc(OCC(=O)NCc2ccc3c(c2)OCO3)c([N+](=O)[O-])n1,16,1,6,0.39,-15,4,1.1,96,-7,95
CCOc1ccc2ccccc2c1C(=O)N[C@@H]1C(=O)N2[C@@H]1SC(C)(C)[C@@H]2C(=O)O,0,.,.,.,1,.,1,.,-4,.
COC(=O)CSc1nccc(-c2cccs2)n1,8,0.95,33,-0.54,-8,-4,1,77,4,102
CC(CCc1ccccc1)NC(=O)c1ccc(NC(=O)c2ccc(Cl)cc2Cl)cc1 (stereo unspecified),-9,1.2,-3,.,9,-2,1,108,-4,102
c1ccc2c(c1)c1ccccc1n2CN1CCOCC1,-11,1.1,5,.,11,5,1.1,98,-7,91

# Compound activity deposited in PubChem BioAssay by several laboratories.
